GLP1R cytotox – cytotoxicity in counter-screen for GLP-1R inverse agonists. HEK293 cAMP-luciferase reporter cells, luminescence, 24 h. Potency, µM (highest dose often 38.3 µM), without a hit: top-dose activity change, negative = inhibition, hits mostly inhibitors. 0.13% of 410,000 active;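 also: loss of luciferase light is scored as toxicity; potency is read from the fitted curve at half-maximal effect; % is scaled to controls: 0 for no effect and ±100 for the full control effect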
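Quantitative HTS format, 1536 wells, 200 cells/uL seeded. Compounds: 23 nL, 24 h, 37 °C. Detection: luciferase reagent, luminescence at 12 min RT; decreased signal taken as cytotoxic.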
WRN helicase inh – blocks human WRN helicase; Q14191; WRN helicase unwinding, fluorescent forked duplex, kinetic; Potency, µM (series often up to 114 µM), for the others: at the highest dose activity change, negative = inhibition, usual class: inhibitors; 0.46% of 360,000 active; also: potency is read from the fitted curve at half-maximal effect; % is scaled to controls: 0 for no effect and ±100 for the full control effect; nearly all actives have a fitted effect of over 55% in size
Target sequence (Q14191 whole entry, looked up): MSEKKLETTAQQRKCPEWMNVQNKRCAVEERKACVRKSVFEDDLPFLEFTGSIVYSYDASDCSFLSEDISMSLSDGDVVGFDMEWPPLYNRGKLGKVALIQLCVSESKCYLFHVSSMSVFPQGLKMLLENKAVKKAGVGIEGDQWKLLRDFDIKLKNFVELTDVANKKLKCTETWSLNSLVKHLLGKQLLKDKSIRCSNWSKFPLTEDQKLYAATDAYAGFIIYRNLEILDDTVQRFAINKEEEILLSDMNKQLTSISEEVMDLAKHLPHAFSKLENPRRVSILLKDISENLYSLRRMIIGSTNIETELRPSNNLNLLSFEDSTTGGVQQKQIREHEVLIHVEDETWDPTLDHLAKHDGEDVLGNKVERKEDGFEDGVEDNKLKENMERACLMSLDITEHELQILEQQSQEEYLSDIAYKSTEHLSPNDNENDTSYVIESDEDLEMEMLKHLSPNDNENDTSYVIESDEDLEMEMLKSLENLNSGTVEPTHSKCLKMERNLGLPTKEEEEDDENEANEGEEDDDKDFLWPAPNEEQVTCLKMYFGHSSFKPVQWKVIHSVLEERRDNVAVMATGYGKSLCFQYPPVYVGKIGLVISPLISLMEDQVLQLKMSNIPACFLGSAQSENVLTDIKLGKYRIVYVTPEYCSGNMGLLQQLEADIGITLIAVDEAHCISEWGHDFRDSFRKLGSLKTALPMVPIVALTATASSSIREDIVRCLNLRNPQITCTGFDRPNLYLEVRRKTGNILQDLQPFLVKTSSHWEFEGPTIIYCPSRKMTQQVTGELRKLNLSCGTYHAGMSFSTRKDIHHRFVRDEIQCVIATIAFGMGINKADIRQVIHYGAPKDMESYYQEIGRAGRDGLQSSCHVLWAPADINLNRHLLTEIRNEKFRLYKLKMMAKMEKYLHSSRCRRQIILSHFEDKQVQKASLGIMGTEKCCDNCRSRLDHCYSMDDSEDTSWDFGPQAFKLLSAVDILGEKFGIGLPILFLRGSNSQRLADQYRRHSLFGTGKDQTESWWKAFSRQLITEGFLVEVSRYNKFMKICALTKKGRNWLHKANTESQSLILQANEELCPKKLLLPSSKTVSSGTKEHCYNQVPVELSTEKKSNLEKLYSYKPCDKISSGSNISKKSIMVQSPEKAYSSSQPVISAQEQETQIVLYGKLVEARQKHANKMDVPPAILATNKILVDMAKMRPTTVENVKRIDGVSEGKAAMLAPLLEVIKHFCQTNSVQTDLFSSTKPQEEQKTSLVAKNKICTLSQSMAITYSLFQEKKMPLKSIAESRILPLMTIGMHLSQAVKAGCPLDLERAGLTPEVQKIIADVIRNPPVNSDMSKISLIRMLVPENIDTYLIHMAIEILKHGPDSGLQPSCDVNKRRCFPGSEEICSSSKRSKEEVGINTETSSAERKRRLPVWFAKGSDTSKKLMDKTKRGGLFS
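Screening of the MLSMR collection measured strand separation of a quenched forked DNA duplex (100 nM) by 20 nM WRN with 2 mM ATP, all final. Compounds were preincubated with enzyme 15 min at room temperature.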
PLK1 PBD block – blocks phosphopeptide binding to human PLK1 polo-box domain | Plk1 PBD binding of FITC phosphopeptide, fluorescence polarization | Potency, µM, for inactives: max response, negative = inhibition, most hits filed as inhibitors | 2.8% of 360,000 active; also: potency is read from the fitted curve at half-maximal effect; series mostly up to about 57 µM; % is scaled to controls: 0 for no effect and ±100 for the full control effect; nearly all actives have a fitted effect of over 65% in size
IL-2 act – activators of IL-2; IL-2 activation reporter assay, cell-based qHTS; stimulated with anti-CD3/CD4/CD28 beads; in transgenic mouse T cells; activation, % (series mostly up to about 46 µM); 0.065% of 360,000 active; in the data active = activation above about 50%; inconclusive = mostly about 30% to 49%; also: 0% is about no effect
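Unstimulated transgenic mouse T cells; 60-min compound exposure; bead-based TCR/CD4/CD28 stimulation; 18 h culture, 37 degrees C; dual fluorescence (EGFP, DsRed) plate cytometry.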
GLP1R inv ag – acts as inverse agonist at human GLP-1 receptor | HEK293 GLP-1R CRE-luciferase, luminescence, 24 h; GLP-1R form is constitutively active | Potency, µM (top dose mostly 38.3 µM), inactives show at the highest dose activity change, negative = inhibition, usual class: inhibitors | 1.6% of 410,000 active | AID 624417; also: potency is read from the fitted curve at half-maximal effect; % is scaled to controls: 0 for no effect and ±100 for the full control effect; nearly all actives have a fitted effect of over 55% in size
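Inverse agonism was detected as reduced cAMP-driven luciferase luminescence after 24 h compound treatment. The cells were HEK293 clones expressing constitutively active human GLP-1R with the reporter. Reporter-only and GPR119 cell lines served as counterscreen controls.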
PI5P4K alpha inh – inhibitors of human PI5P4K alpha. P48426. max response, %. 1.2% of 330,000 active. PI5P4Kalpha enzyme, ADP-Glo luminescence, 60 min; stronger effect = lower value; active = max response of -50% or lower; inconclusive = between -30% and -50%; inactive = -30% or higher; also: value at the top dose of about 77 µM; % is scaled to controls: 0 for no effect and ±100 for the full control effect
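Quantitative HTS of the MLSMR library against PI5P4Kalpha with substrate. ATP added last at 5 microM final; room temperature, 60 minutes. Remaining ATP depleted, ADP converted and read as luminescence.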
D3 antag – D3 dopamine receptor (human) antagonism; P35462; max response, negative = inhibition, %; 2.5% of 360,000 active; D3R cells, DiscoveRx beta-arrestin luminescence, antagonist mode; stronger effect = lower value; in the data active = max response below about -50%; inconclusive = no clear call, values can overlap the other calls; also: % is scaled to controls: 0 for no effect and ±100 for the full control effect; mostly tested at two doses, the higher about 12 µM
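Cells expressing the human receptor were seeded at 1500 cells/well, incubated overnight at 37 degrees C in 5% CO2, then exposed to library compounds with dopamine controls for 90 minutes at 37 degrees C before luminescent detection.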
D3 ag – D3 dopamine receptor (human) agonism | max activation, % | D3R DiscoveRx beta-arrestin cells, luminescence, 90 min | 0.58% of 410,000 active; in the data active = max activation above about 30%; also: 0% is about no effect; mostly tested at two doses, the higher about 12 µM
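Agonist mode: compounds and dopamine controls were applied to plated cells for 90 min at 37 degrees C after an overnight attachment at 1500 cells/well. Luminescent read-out followed 30 - 60 minutes at room temperature with DiscoveRx detection reagent.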
GLP-1R agonist – GLP-1 receptor (human) agonism; HEK293 GLP-1R CRE-luciferase, luminescence, 4-6 h; cells express a hypersensitive GLP-1R form; Potency, µM (series often up to 45.6 µM), for the others: at the top dose activation, hits mostly activators; 0.007% of 380,000 active; AID 624172; also: potency is read from the fitted curve at half-maximal effect; % of control where 0% means no effect
Active calls of the source: *; ? = inconclusive; nt = not tested or not shown; & = joins results of further samples; [ ] = remark or other dose. Unless noted, calls follow the shape of the dose curve; as a rule, active = well fitted curve in the direction sought with a large enough effect; inconclusive = small, poorly fitted or top-dose-only effect, or another doubt; inactive = no such curve, though single readings can be large; an effect the other way counts as inactive or inconclusive.

SMILES	GLP1R cytotox	WRN helicase inh	PLK1 PBD block	IL-2 act	GLP1R inv ag	PI5P4K alpha inh	D3 antag	D3 ag	GLP-1R agonist
CC(=Nc1ccccc1)c1sc2ccccc2c1O	123%[activator]	-1%	-15%	-0.2	?	13	-9	2	-3%
Cc1ccc(Sc2ccc(NC(=O)c3ccc(S(C)(=O)=O)cc3Cl)cc2)cc1	5%	8%	1%	1.5	11%	nt	3	9	-9%
Cc1cc(O)c(/C=N/Nc2ccc(Cl)cc2)c(=O)o1	-19%	-30%	-6%	-5.4	?	-12	-29	-4	2%
CCCCn1c(NC(=O)c2ccccc2)c(C#N)c2nc3ccccc3nc21	299%[activator]	-35%	-26%	2.5	?	nt	47	13	-6%
NS(=O)(=O)c1ccc(CCNC(=O)CCS(=O)(=O)c2ccc(Br)cc2)cc1	-7%	?	?	-0.7	16%	-14	7	4	0%
CC(C)c1nnc(NC(=O)C2CCCN2C(=O)Nc2ccc(F)cc2)s1 (configuration not stated)	-4%	-3%[57.1 µM]	5%	0.0	-3%	1	2	-9	7%
CCCOc1ccc(C(=O)NC2CCSc3ccccc32)cc1 (configuration not stated)	-5%	12%	-6%	0.4	-19%	2	33	0	15%
CC1CCCC(C)N1S(=O)(=O)c1ccc(NC(=O)CNC2CCCC2)cc1 (configuration not stated)	?	-12%	-7%	0.8	?	11	5	-6	11%
N=c1n(CCN2CCOCC2)c2ccccc2n1Cc1ccccc1Br	-8%	9%	-8%	-1.0	0%	nt	?	-3	3%
CCOC(=O)C1(C)CCCCCN1C(=O)c1ccc(OC)cc1 (configuration not stated)	0%	7%	-3%	0.0	5%	3	0	-3	-4%
Cc1ccccc1N/N=C/c1ccc(N2CCOCC2)cc1	-20%	1%	-19%	-3.3	0%	nt	-19	-11	-1%
O=C(CNC(=O)c1ccco1)NCC(=O)OCc1ccc(Cl)cc1Cl	-10%	4%	-3%	-1.8	-5%	-6	4	15	3%
COc1ccc(/C=C\c2nc(O)c([N+](=O)[O-])c(=O)[nH]2)cc1O	?	?	2%	-2.5	-10%	-74*	-27	-2	-1%
COc1ccc(CNC(=O)C(C)N(C)Cc2cccc(F)c2)cc1 (configuration not stated)	3%	-2%	1%	0.9	?	6	-12	1	-1%
O=C(NCCc1ccncc1)C12CC3CC(CC(C3)C1)C2	5%	4%	-7%	-0.4	0%	nt	21	1	-9%
CC(C(=O)N1CCN(c2ccccc2F)CC1)c1ccc([N+](=O)[O-])cc1 (configuration not stated)	0%	10%	-13%	-3.9	?	1	-17	-10	-2%
Cc1ccc(/C=N/n2c(C)n[nH]c2=S)o1	10%	11%	-4%	-1.7	44%[activator]	-2	-17	-2	-10%
COc1cc(C(=O)NCC2CCCN2S(=O)(=O)c2cccs2)cc(OC)c1OC (configuration not stated)	-6%	-8%	4%	-1.1	71%[activator]	-1	-13	11	22%
Cc1cc(C)cc(NS(=O)(=O)c2cc(C(=O)NCc3ccccn3)ccc2Cl)c1	5%[1.53 µM]	-8%[57.1 µM]	0%	0.2	-19%	-8	15	0	-12%
CCOC(=O)c1[nH]c(C)c(C(=O)OCC(=O)NCc2ccc(OC)c(OC)c2)c1C	3%	-9%	-6%	0.8	30%	-4	16	-2	9%
COC(=O)Cn1c(=O)c(C(=O)CCl)c(N)n(Cc2ccccc2)c1=O	-36%	-2%	-3%	-0.6	-14%	0	-2	3	-1%
Cc1cccc(NC(=O)CSc2nnc(C)n2Cc2ccccc2)c1	2%	0%	-5%	-1.9	0%	-4	-3	-6	0%
COc1ccccc1N1CCN(C(=O)CCC(=O)O)CC1	-8%	-29%	-11%	-0.2	14%	4	9	-9	-3%
COc1ccc(NC(=O)Cc2ccc(C)cc2)cc1S(=O)(=O)N1CCCCC1	-52%	4%	1%	0.2	-15%	-4	0	2	0%
O=C(Nc1ccccc1NC(=O)c1ccccc1F)c1ccccc1F	-8%	7%	-14%	-0.6	16%	4	4	20	9%
COc1ccccc1C(=O)Nc1ccc2nc(SCC(=O)N(C)C)sc2c1	-15%	-26%[57.1 µM]	-5%	-0.5	-1%	-10	14	3	28%
Cc1ccsc1C1Nc2ccccc2C(=O)N1O (configuration not stated)	-12%	5%	-6%	0.3	?	-10	4	-4	11%
CCCn1c2c(c(=N)c3c1CCC3)CCCC2	1%	-7%	-7%	-1.8	-25%	8	-13	-6	-2%
O=C1c2ccccc2NC(c2cccc(F)c2)N1Cc1ccccc1 (configuration not stated)	-5%	-5%[57.1 µM]	-9%	-3.9	?	3	7	8	0%
CC1Oc2ccccc2N(CC(=O)NCCN2CCOCC2)C1=O (configuration not stated)	4%	11%	-7%	-2.0	14%	2	-3	4	-1%
CN(CC(=O)NCCCN1CCOCC1)S(=O)(=O)c1cc(Cl)ccc1Cl	0%	-6%	-1%	-0.8	6%	-5	18	-17	6%
CN1CCN(/C(=N\S(=O)(=O)c2ccc(F)cc2)c2ccccc2)CC1	-1%	-8%	3%	-2.6	0%	-2	-5	-2	-6%
CC(NC(=O)Nc1ccc(Cl)cc1)c1ccc2c(c1)OCO2 (configuration not stated)	-5%	-3%	1%	-3.2	?	0	-22	-19	-5%
COc1cccc(Cn2c(C(C)n3c(C)nc4ccccc43)nc3ccccc32)c1 (configuration not stated)	-4%	-5%	-5%	1.2	-23%	-3	1	1	nt
Cc1ccc(N2CC(C(=O)NCCS(=O)(=O)N3CCN(c4ccccc4F)CC3)CC2=O)cc1 (configuration not stated)	-8%&6%	-1%	11µM*	-4.3	-19%&6%	?	-1	6&-5	-2%
C/C(CC(=O)Nc1ccc(C)c(Cl)c1)=N\NC(=O)C1CCCCC1	-14%	2%	-8%	-4.1	?	-1	4	-3	9%
Cc1ccc(OCC(=O)N/N=C/c2ccncc2)cc1C	6%	-18%	-4%	2.1	7%	0	5	10	-3%
CSc1nsc(NN)n1	-30%	-8%	-12%	0.5	-18%	-2	-1	-1	-1%
COCCN(Cc1ccccc1)C(=O)c1cccc(S(=O)(=O)N2CCN(c3ccccc3)CC2)c1	-4%	-6%	-14%	-5.4	10µM*	9	1	-2	10%
O=C(COc1cccnc1[N+](=O)[O-])Nc1ccccc1Sc1ccccc1	11%	-14%	-3%	0.0	6%	1	-6	-7	17%
O=C(NCCN1CCc2ccccc2C1)C1CC(=O)N(C2CCCC2)C1 (configuration not stated)	2%	-1%[57.1 µM]	-3%	-1.2	-2%	nt	?	-25	0%
CC(C)(C)CN1C(=O)C(=O)NC[C@@H]1CC1CCCCC1	4%	-6%	-17%	0.1	8%	3	-8	-5	-4%
Cc1nn(-c2ccccc2)c(Cl)c1/C=N/Nc1nc2ccccc2n1C	0%	4%	4%	-3.8	7%	-1	52	1	11%
O=C(Nc1cccc(Cl)c1)c1csc([C@H]2C[C@H](O)[C@@H](CO)O2)n1	-2%	-1%	-5%	-0.1	-4%	-12	0	-6	1%
Cc1ccc(S(=O)(=O)Nc2ccccc2C(=O)N2CCCCCC2)cc1	5%	-2%	-9%	0.6	-21%	3	-5	-2	13%
O=C1C(C=Nc2ccc(F)cc2)=C(O)c2ccccc21	2%	-7%	-7%	1.0	38%[activator]	-6	-16	-2	0%
Cc1ccc(NCN2C(=O)C(=O)c3ccccc32)nc1	-7%	-6%	-19%	-2.8	-9%	3	-64*	-50	7%
COc1cccc(CC2(CO)CCN(Cc3cnc(N4CCOCC4)s3)CC2)c1	7%	-4%	-12%	-1.2	?	2	-2	-3	2%
Cc1cn2c(=O)cc(COc3ccccc3NC(=O)c3ccc(Cl)cc3)nc2s1	2%	nt	nt	nt	1%	nt	nt	-12	-1%
CCOC(=O)C1=CCC(c2cccc(C)c2)N(S(=O)(=O)c2ccc(C)cc2)C1 (configuration not stated)	-3%	-2%	-13%	-0.9	?	-2	32	-4	9%
N#Cc1cccc(C(=O)C(=O)N2CCC(c3ccccc3)CC2)c1	-5%	2%	-4%	2.2	4%	-13	-9	-5	nt
COc1ccccc1C(NC(=O)C1CCN(CCc2ccc(Br)cc2)CC1)c1ccccn1 (configuration not stated)	2%	3%	1%	0.4	?	3	?	-14	-5%
Cc1nnc2sc(-c3ccc(-c4ccc(Cl)c(C(F)(F)F)c4)o3)nn12	3%	-14%	?	-2.8	0%	0	-12	1	-3%
CCCCCNC(=O)C(c1cc2ccccc2o1)n1c(=O)c(-c2ccccc2)nc2ccccc21 (configuration not stated)	3%	-13%	-18%	-0.2	?	-3	-1	5	nt
Cc1cc(NC(=O)COC(=O)c2ccc(F)c(S(=O)(=O)N3CCOCC3)c2)no1	-11%	-2%	-5%	1.0	9%	1	0	-4	-2%
CCCNC(=O)C(Cc1cccc(OC)c1)NC(=O)c1ccc(C(C)(C)C)cc1 (configuration not stated)	6%	-6%	-28%	-3.8	0%	0	-6	-6	-1%
Cc1ccc(CSc2nnc(CS(=O)Cc3ccc(Cl)cc3Cl)n2C)cc1 (configuration not stated)	-2%	0%	-2%	1.0	-20%	nt	-12	-9	-3%
Cc1sc2ncnc(N3CCOCC3)c2c1C	1%	0%	-7%	-1.6	0%	nt	39	4	5%
O=C(NC1CCCC1)C(c1ccncc1)N(CC1CCCO1)C(=O)Cn1nnc(-c2cccs2)n1 (configuration not stated)	1%	2%	-9%	-1.4	-3%	nt	-13	-5	1%
C#CC[N+](C)(C)CC#Cc1ccc(C)cc1	0%	9%	-9%	0.2	-28%	-4	-17	-2	-1%

Full records, looked up by structure:
`Cc1nnc2sc(-c3ccc(-c4ccc(Cl)c(C(F)(F)F)c4)o3)nn12` in the list: GLP1R cytotox = 3%; WRN helicase inh = -14%; PLK1 PBD block = ?; IL-2 act = -2.8; GLP1R inv ag = 0%; PI5P4K alpha inh = 0; D3 antag = -12; D3 ag = 1; GLP-1R agonist = -3%
`COc1ccccc1N1CCN(C(=O)CCC(=O)O)CC1` in the list: GLP1R cytotox = -8%; WRN helicase inh = -29%; PLK1 PBD block = -11%; IL-2 act = -0.2; GLP1R inv ag = 14%; PI5P4K alpha inh = 4; D3 antag = 9; D3 ag = -9; GLP-1R agonist = -3%

High-throughput results deposited in PubChem by National Center for Advancing Translational Sciences (NCATS).
